ATXN2 expr inh = reduces ATXN2 reporter expression in HEK-293 cells. AID 1745845. 0.72% of 360,000 active. Potency, µM (titrated, usually from 57 µM), for inactives: at the highest dose activity change, negative = inhibition, most hits filed as inhibitors. HEK-293 ATXN2-luciferase reporter, luminescence, 24 h; also: potency is read from the fitted curve at half-maximal effect; % is scaled to controls: 0 for no effect and ±100 for the full control effect; nearly all actives have a fitted effect of over 55% in size
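ATXN2-luciferase reporter cells (luciferase flanked by upstream and downstream ATXN2 gene portions) were treated 24 h at 37 °C with compounds at up to 57 uM. SteadyGlo luminescence gave expression; GF-AFC fluorescence gave viability.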
SW480 rereplic = DNA re-replication induction in SW480 cells; 1.8% of 340,000 active; SW480 DNA re-replication, Hoechst DNA content imaging, 48 h; AID 624297; Potency, µM (top dose mostly 46.1 µM), for the others: at the top dose re-replication activation, hits mostly activators; also: potency is read from the fitted curve at half-maximal effect; % of control where 0% means no effect; nearly all actives have a fitted effect of over 55% in size
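Compounds, transferred as 23 nL by pin tool, were incubated with cells for 48 hr; DNA content per nucleus was then quantified by Hoechst staining and fluorescence plate imaging.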
HT1080-NT tox = kills 2HG-producing HT-1080-NT fibrosarcoma cells. HT-1080-NT fibrosarcoma viability, CellTiter-Glo ATP luminescence, 48 h. Potency, µM (series often up to 46.1 µM), inactives show at the top dose activity, negative = less viability, hits mostly cytotoxic. 1.6% of 360,000 active. AID 686970;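 also: NT is the 2HG producing partner of a matched IDH1 knockdown line; potency is read from the fitted curve at half-maximal effect; 0% = DMSO-treated cells and -100% = media-only wells without cells; nearly all actives have a fitted effect of over 55% in size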
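750 cells/well, RPMI + 5% FBS; 2 h settle, compound pin-transfer, 48 h at 37 degrees C. CellTiter-Glo 10 min RT, luminescence. Normalized to DMSO and media-only wells.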
HT1080 IDH1KD tx = toxicity to HT-1080 IDH1 knockdown cells (counter line); AID 686971; 2% of 360,000 active; HT-1080 IDH1 knockdown viability, ATP luminescence, 48 h; Potency, µM (doses to about 46.1 µM), for the others: at the top dose activity, negative = toxicity, hits mostly cytotoxic;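 also: potency is read from the fitted curve at half-maximal effect; 0% = DMSO wells and -100% = cell-free medium wells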
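CellTiter-Glo luminescence after 48 h compound exposure at 37 degrees C of IDH1-knockdown HT-1080 cells in 5% FBS RPMI. %Activity scaled between DMSO wells and cell-free media wells, with curves fitted and assigned curve classes.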
MCF10A rereplic = DNA re-replication induction in MCF 10a cells; 2.9% of 350,000 active; Potency, µM (top dose mostly 46.1 µM), for the others: at the top dose activity, positive = re-replication, actives largely listed as activators; MCF 10A DNA re-replication, Hoechst nuclear intensity, 48 h; AID 624296; also: potency is read from the fitted curve at half-maximal effect; % of control where 0% means no effect; nearly all actives have a fitted effect of over 50% in size
HepG2 tox = kills HepG2 cells in TGF-b inhibitor counter-screen | Potency, µM (series often up to 46.1 µM), inactives show top-dose activity change, negative = cytotoxicity, usual class: cytotoxic | HepG2 CAGA-GFP viability, ATP luminescence, 18 h | AID 588856 | 0.76% of 410,000 active; also: potency is read from the fitted curve at half-maximal effect; some results filed as inactive show a strong effect at the top dose
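CellTiter-Glo luminescence gave cytotoxicity after 18 hours at 37 degrees C. The cells were HepG2 CAGA-GFP in 1% FBS DMEM, stimulated with 500 pg/mL TGF-beta after compound addition. %Activity was normalised to no-cell wells (complete cell-killing) and DMSO (no toxicity), and curves were fitted and classified.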
ATXN viability = reduces viability in counter-screen for ATXN expression inhibitors. 0.49% of 400,000 active. Potency, µM (doses to about 56.7 µM), actives largely listed as cytotoxic. S2 cells (HEK-293 line with an ATXN2-luciferase reporter) viability, CellTiter-Fluor protease fluorescence, 24 h; also: potency is read from the fitted curve at half-maximal effect; nearly all actives have a fitted effect of over 40% in size
KB-3-1 tox = kills parental KB-3-1 adenocarcinoma cells; KB-3-1 viability, CellTiter-Glo ATP luminescence, 72 h; Potency, µM (highest dose often 46.1 µM), without a hit: at the top dose activity change, negative = cytotoxic, hits mostly cytotoxic; 1.4% of 400,000 active; also: potency is read from the fitted curve at half-maximal effect; % is scaled to controls: 0 for no effect and ±100 for the full control effect; nearly all actives have a fitted effect of over 60% in size
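Multi-concentration cytotoxicity screen in KB-3-1 cells grown in DMEM lacking phenol red with 10% FBS. After 72 h at 37 °C with compound, ATP-dependent luminescence was recorded.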
IL1B secr inh = inflammasome signaling inhibition, IL-1 beta readout | AID 743279 | 4.7% of 360,000 active | THP-1 LPS/ATP IL-1B secretion, AlphaLISA, 16 h; hits give low values | activity change, % at 57.5 µM; in the data active = activity change below about -50%; inconclusive = mostly about -30% to -49%; also: % is scaled to controls: 0 for no effect and ±100 for the full control effect
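Secreted IL-1B measured by AlphaLISA bead assay after 16 h compound exposure of THP-1 cells; compounds (final up to 57.5 uM) added 1 h before LPS (250 ng/mL) and ATP (1.25 mM) stimulation; lower signal means less secretion.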
An asterisk follows results filed as active; i = inactive; u = inconclusive; x = not tested or not shown; [ ] = remark or other dose. Unless noted, calls follow the shape of the dose curve; as a rule, active = well fitted curve in the direction sought with a large enough effect; inconclusive = small, poorly fitted or top-dose-only effect, or another doubt; inactive = no such curve, though single readings can be large; an effect the other way counts as inactive or inconclusive.

SMILES	ATXN2 expr inh	SW480 rereplic	HT1080-NT tox	HT1080 IDH1KD tx	MCF10A rereplic	HepG2 tox	ATXN viability	KB-3-1 tox	IL1B secr inh
Cc1ccc(-n2cccc2/C=C2/C(=N)N3C(=NC2=O)SN=C3S(C)(=O)=O)cc1Cl	-2%	-2%	1%	6%	u	-9%	u	6%	9
COC(=O)[C@]12CCCCC=C1N(Cc1cccc3ccccc13)C(=O)[C@H](CC(=O)NCC13CC4CC(CC(C4)C1)C3)C2	-1%	x	u	-27%	x	x	i	u	u
Cc1ccc(Cl)cc1Nc1nc(-c2sc(NC(=O)C(C)(C)C)nc2C)cs1	9%	22%	-5%	-6%	-26%	-9%	u	u	-24
CCOC(=O)C1=C(c2ccccc2)c2ccc(OC)cc2N(S(=O)(=O)C(F)(F)F)C1C(=O)OCC (stereo unspecified)	-38%	0%	-2%	-4%	u	-11%	u	0%	-23
O=C1NC(=Nc2ccccc2)/C(=C/c2ccco2)S1	4%	6%	0%	2%	-3%	-4%	i	0%	12
COc1cccc(C(=O)CSc2nccn2C)c1	18%	3%	-8%	1%	-8%	-6%	i	-1%	-4
O=C(NCc1nnc(SCC(=O)N2CCN(c3ccccc3)CC2)o1)c1c(F)cccc1F	-13%	15%	0%	1%	-1%	-26%	i	x	-26
OCC[C@H]1C[C@H](O)[C@@H](O)[C@@]2(Cc3ccccc3CO2)O1	11%	-44%[inhibitor]	0%	6%	-13%	2%	i	11%	50
O=C1NC(=S)NC1(c1ccccc1)c1ccccc1	0%	-3%	6%	21%	-2%	4%	i	1%	-6
CCc1nc2ccccc2c(C(=O)OCC(=O)NCc2ccc3c(c2)OCO3)c1C	-4%	-44%[inhibitor]	-30%	-21%	16%	-9%	i	18%	-8
Cn1ccnc1SCCNC(=O)CCc1nnc(CCCCc2ccccc2)o1	16%	-7%	8%	2%	7%	-4%	i	-1%	21
CNC(=O)C(=O)Nc1cc2c3c(c1)CCN3C(=O)CC2	2%	10%	-6%	-13%	-2%	-6%	i	-17%	-10
CCc1ccccc1NC(=O)C1CCCN(c2nccc(C)n2)C1 (stereo unspecified)	1%	5%	9%	12%	0%	13%	i	3%	9
O=C(NC12CC3CC(CC(C3)C1)C2)c1ccc([N+](=O)[O-])o1	-30%	u	u	u	8.2µM*	-100%	i	5.2µM*	-63*
CC(C)C(NC(=O)c1ccc(C(C)(C)C)cc1)C(=O)N1CCCC1 (stereo unspecified)	3%	1%	11%	-1%	-3%	-9%	i	17%	12

Some values from above.
Under IL1B secr inh, `Cc1ccc(-n2cccc2/C=C2/C(=N)N3C(=NC2=O)SN=C3S(C)(=O)=O)cc1Cl` is listed with 9
Under HepG2 tox, `O=C1NC(=S)NC1(c1ccccc1)c1ccccc1` is listed with 4%

Carrying on.
SMILES	ATXN2 expr inh	SW480 rereplic	HT1080-NT tox	HT1080 IDH1KD tx	MCF10A rereplic	HepG2 tox	ATXN viability	KB-3-1 tox	IL1B secr inh
Cc1ccc(SCC(=O)OC(C)C(=O)NCc2ccccc2)cc1C (stereo unspecified)	-12%	6%	8%	20%	-6%	8%	i	11%	-6
O=C(NCc1cccs1)c1nn2cccnc2c1Cl	19%	-23%	0%	3%	-4%	-4%	i	u	8
CC(=O)Nc1nc2n(n1)C(c1ccc(Cl)cc1)C=C(C)N2 (stereo unspecified)	-1%	-8%	8%	9%	-5%	-25%	i	-12%	-6
Cc1ccc(S(=O)(=O)CCC(=O)Nc2ccccc2Cl)cc1	x	-11%	9%	4%	u	2%	i	-1%	-3
COc1ccc(NC(=O)C2CCC(N3C(=O)C4C5C=CC(C5)C4C3=O)CC2)cc1 (stereo unspecified)	2%	1%	-14%	-11%	-3%	5%	i	3%	5
CCn1cc(SCC(N)=O)c2ccccc21	7%	0%	-14%	3%	1%	5%	i	-9%	-1
COc1ccc(N(CC(=O)Nc2cc(OC)cc(OC)c2)S(=O)(=O)c2c(C)noc2C)cc1	u	x	x	x	x	-19%	u	u	x
CCc1cccc(NC(=O)C2CCC(CNS(=O)(=O)c3csc(C(N)=O)c3)CC2)c1 (stereo unspecified)	9%	x	x	x	x	-27%	i	-15%	x
O=S(=O)(c1ccccc1)N1N=C(c2cccs2)CC1c1ccc(Br)cc1 (stereo unspecified)	-7%	1%	10%	7%	13%	4%	i	-7%	0
Cc1ccc(S(=O)(=O)c2c(C)nn(C(C)(C)C)c2OC(=O)C2CCCC2)cc1	u	-5%	u	-28%	u	-19%	u	u	4
OCCOCCn1c(CCNc2nc(-c3ccc(F)cc3)cs2)nc2cc(C(F)(F)F)ccc21	u	3%	-3%	-4%	u	-17%	u	0%	-15
Cc1ccc2nc(SCC(=O)NC(=O)NCc3ccco3)[nH]c2c1	5%	0%	-2%	-1%	-4%	-1%	i	14%	-4
Oc1ccc(-c2cn3ccccc3n2)cc1	x	u	-5%	-8%	2%	-37%	i	-12%	-14
COc1cccc(C(=O)Nc2c(F)c(F)c(F)c(F)c2F)c1	4%	0%	-1%	4%	-1%	-18%	i	5%	-10
COc1ccc(C(=O)NCC2OCCc3ccccc32)cc1 (stereo unspecified)	26%	-3%	u	26%	10%	1%	i	8%	6
[O-][n+]1onc2c3cc(-c4ccccc4)nnc3ccc21	-33%	-1%	-2%	25%	u	-24%	u	-2%	-7
O=C(CSc1nc(-c2ccccc2)cc(=O)[nH]1)Nc1ccc(F)c(F)c1	-15%	1%	-4%	-4%	-1%	6%	i	-11%	44
CCOc1cc(CNc2ccc(CNc3ncn[nH]3)cc2)ccc1OCc1ccccc1	-9%	-44%[inhibitor]	14%	-2%	21%	-1%	i	23µM*	0
CCOc1ccccc1CNC(=O)Cn1ccc2cc(S(=O)(=O)N3CCC(C)CC3)ccc21	-6%	-15%	-9%	-25%	u	-12%	i	-2%	-26
COc1ccccc1N(C)S(=O)(=O)c1ccc(C(=O)OCC(=O)N(C(C)C)C(C)C)cc1	4%	23%[1.84 µM]	-2%	5%	-7%	-4%	i	13%	19
CNC(C)C#Cc1ccc2oc3cccc(OC)c3c(=O)c2c1 (stereo unspecified)	-17%	3%	9%	9%	1%	-15%	i	3%	0
COC(=O)C1SCCN1S(=O)(=O)c1ccc(Cl)cc1 (stereo unspecified)	-16%	-1%	2%	7%	-1%	1%	i	-12%	-19
CC(C)Cn1c(N)c(C(=O)NCC2CCCO2)c2nc3ccccc3nc21 (stereo unspecified)	-14%	u	u	u	2.1µM*	-38%	x	0%	-80*
CC(=O)c1cccc(NC(=O)NC(C)c2ccc3c(c2)OCO3)c1 (stereo unspecified)	-6%	-14%	18%	13%	-1%	1%	i	2%	u
CCCc1nn(C)c2c(=O)[nH]c(-c3ccccc3OCC)nc12	-3%	5%	7%	2%	6%	17%	u	-2%	26
COc1ccccc1N1CCN(C(=O)CCc2ccc(S(=O)(=O)NC(C)C)cc2)CC1	-10%	-3%	5%	-2%	6%	-5%	u	4%	27
O=C(COC(=O)COc1ccccc1)NC1CCS(=O)(=O)C1 (stereo unspecified)	9%	-11%	18%	20%	2%	9%	i	-3%	-13
Cc1nn(-c2ccccc2)c2nc(Cl)c(C(=O)O)cc12	-8%	-6%	6%	3%	0%	-2%	i	0%	27
CC1(C)O[C@@H]2[C@H](O1)[C@@H](COS(=O)(=O)O)O[C@H]2n1cnc2c(=O)[nH]cnc21	7%	-38%[inhibitor]	5%	6%	u	-14%	i	0%	4
O=C(COc1ccc(C(=O)NCC2CCCO2)cc1)Nc1cccc(C(F)(F)F)c1 (stereo unspecified)	-10%	-6%	1%	-6%	13%	-12%	i	-1%	3
O=C(NCc1ccco1)c1ccc(COc2cc(Cl)ccc2Cl)cc1	7%	1%	-26%	-16%	19%	-13%	i	-12%	-24
N#Cc1c(N)n(-c2ccc(N)cc2)c2nc3ccccc3nc12	-11%	-95%[inhibitor]	u	-4%	-4%	2%	u	-1%	-24
CCn1c(C)nc2cc(C(=O)NNS(=O)(=O)c3ccc(C)cc3C)ccc21	-2%	9%	-7%	-9%	15%	-17%	i	-5%	-4
CCCN(Cc1cc2cc(C)ccc2[nH]c1=O)C(=O)c1cccc(OC)c1	-2%	18%	-13%	-14%	14%	-3%	i	16µM*	u
CC1CN(S(=O)(=O)c2cn(C)c(=O)n(C)c2=O)CC(C)O1 (stereo unspecified)	17%	1%	1%	1%	1%	-1%	i	0%	-20
CCOc1cc(NC(=S)NCC2CCCO2)c(OCC)cc1NC(=O)c1ccccc1F (stereo unspecified)	-22%	-2%	-5%	-2%	u	1%	i	0%	-22
COc1ccc(C)cc1NC(=O)C(Cc1ccccc1)NS(=O)(=O)c1cccs1 (stereo unspecified)	-1%	x	x	x	x	-5%	i	-2%	x
COc1cccc(NC(=O)c2oc3ccccc3c2NC(=O)c2ccc(OC(C)C)cc2)c1	11%	x	x	x	x	-2%	i	3%	x
Cn1cccc1Cc1nnc(SCC(=O)N2CCc3ccccc32)n1CCc1ccccc1	-2%	-4%	-6%	-6%	12%	-4%	i	-14%	u
Cc1cc(C)n(S(=O)(=O)c2cccc(Cl)c2Cl)n1	-11%	-6%	8%	1%	1%	1%	i	-4%	4
Cc1cc(SC2CCOC2=O)nc2ccccc12 (stereo unspecified)	-12%	4%	17%	3%	-4%	5%	u	9%	10
Cc1cccc(NC(=O)C2CC(=O)N(c3ccc4c(c3)OCCO4)C2)n1 (stereo unspecified)	x	-6%	-1%	-1%	-1%	-7%	i	-2%	-9
c1ccc(C2=NCCCO2)cc1	x	x	1%	-7%	x	1%	i	-3%	5
COc1ccc(-c2nn(-c3ccccc3)cc2/C=C(\C#N)S(=O)(=O)c2ccccc2)cc1OC	5%	-3%	-2%	2%	0%	0%	i	-6%	40

Source: PubChem (National Center for Advancing Translational Sciences (NCATS))
